ROMK primary – modulators of human ROMK potassium channel; Tet-inducible ROMK, thallium flux fluorescence; actives lie on both sides; AID 1918; P48048; 130,000 compounds, 2% hits; B-score at 10 µM;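 active = signal ratio slope over the read window, or its plate-corrected B-score, at least 3 SD from the plate mean, either direction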;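 note: B-score of the F/F0 ratio slope over 7 to 12 s after thallium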
Target sequence (P48048 whole entry, looked up): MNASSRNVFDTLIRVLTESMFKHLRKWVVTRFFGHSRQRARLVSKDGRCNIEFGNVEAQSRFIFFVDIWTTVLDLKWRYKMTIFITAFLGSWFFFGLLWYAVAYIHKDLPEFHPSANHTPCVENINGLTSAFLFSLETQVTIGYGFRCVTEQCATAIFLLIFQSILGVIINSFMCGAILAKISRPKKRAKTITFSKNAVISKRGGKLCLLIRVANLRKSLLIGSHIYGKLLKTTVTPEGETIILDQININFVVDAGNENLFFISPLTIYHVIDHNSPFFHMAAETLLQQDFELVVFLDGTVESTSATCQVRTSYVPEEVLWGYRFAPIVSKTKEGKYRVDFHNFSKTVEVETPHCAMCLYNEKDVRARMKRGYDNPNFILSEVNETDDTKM
PPARg SRC-2 ag – PPARgamma-driven SRC-2 recruitment agonism; PPARgamma LBD-SRC-2 recruitment, biochemical; activation, % at 8 µM; 200,000 compounds, 0.34% hits; in the data active = activation above about 22%;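 note: 0% = vehicle and 100% = reference agonist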
TR-FRET SRC-2 ct – TR-FRET artefact, counter-screen to PPARgamma/SRC-2 agonist assay | TR-FRET ratio at 8 µM | 200,000 compounds, 0.4% hits | active compounds read high; in the data active = TR-FRET ratio above about 2000; note: inactives centre near 1500
TNAP act hiacc – TNAP (human) activation, high acceptor | 200,000 tested, under 10 active | purified TNAP, CDP-star luminescence, 1 M DEA, 30 min; active compounds read high; 0 = EDTA background, 1 = DMSO-only activity | P05186 | activation factor at 20 µM | AID 1136;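 active = activation factor at least 2 at 20 µM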
Target sequence (P05186 whole entry, looked up): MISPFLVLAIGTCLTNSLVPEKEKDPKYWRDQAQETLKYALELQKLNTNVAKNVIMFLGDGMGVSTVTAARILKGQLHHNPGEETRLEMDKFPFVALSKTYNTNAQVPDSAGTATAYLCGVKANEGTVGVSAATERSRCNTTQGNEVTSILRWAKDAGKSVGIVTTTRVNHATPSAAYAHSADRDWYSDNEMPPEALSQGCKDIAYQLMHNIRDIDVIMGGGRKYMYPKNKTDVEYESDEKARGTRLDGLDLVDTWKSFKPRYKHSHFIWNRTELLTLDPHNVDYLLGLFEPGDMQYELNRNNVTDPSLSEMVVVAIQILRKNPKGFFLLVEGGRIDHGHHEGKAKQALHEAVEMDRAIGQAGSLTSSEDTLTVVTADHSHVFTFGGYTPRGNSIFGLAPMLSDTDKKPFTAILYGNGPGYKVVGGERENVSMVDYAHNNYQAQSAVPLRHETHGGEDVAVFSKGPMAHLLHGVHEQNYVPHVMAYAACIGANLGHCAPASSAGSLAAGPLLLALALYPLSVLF
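system = human TNAP | amount = enzyme diluted 1/800 final | reagent = 100 µM CDP-star substrate | signal = luminescent substrate turnover signal | dosing = one dose, 20 µM | benchmarks = EDTA negative control, DMSO positive control | measure = activation factor | timing = 30 min reaction, room temperature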
PPARg SRC1 recr – PPARgamma-driven SRC-1 recruitment agonism; PPARgamma-SRC-1 coactivator recruitment biochemical assay; activation, % at 8 µM; 200,000 compounds, 0.41% hits; P37231; in the data active = activation above about 19%;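 note: 0% = DMSO and 100% = reference agonist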
bIAP inh – intestinal alkaline phosphatase (bovine) inhibition; inhibition, % at 20 µM; purified bovine IAP, CDP-star luminescence, 30 min; 190,000 tested, under 10 active;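 active = over 50% inhibition of intestinal alkaline phosphatase at 20 µM in the single-dose screen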
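System: purified bovine intestinal alkaline phosphatase (IAP) enzyme; Input: IAP diluted 1/65,000,000 in the well; Measured by: CDP-star luminescence signal; Compound dosing: 20 µM single dose; Incubation: 30 min reaction at room temperature.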
STAT1 blocker – inhibitors of IFN-gamma induced STAT1 signaling; NIH 3T3 STAT1-luciferase reporter, luminescence; inhibition, % at 5.5 µM; 200,000 compounds, 0.35% hits;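 active = inhibition above a set limit, the mean inhibition across all tested compounds plus 3 SD, cut at about 34% in these data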;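 note: 0% = IFN-gamma with DMSO and 100% = IFN-gamma with 300 µM nifuroxazide; values of inactives mirror those of a sister screen read the other way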
STAT3 activator – activators of IL-6 induced STAT3 signaling; U3A cells, IL-6 STAT3-luciferase reporter, luminescence; 100% = signal with IL-6 EC80 alone; activation (% of control), % at 5.6 µM; 190,000 compounds, 0.91% hits;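 active = activation above the screen-wide mean of compound activation plus 3 SD, cut at about 130% in these data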;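 note: 0% = background luminescence of wells with medium and substrate only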
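Test system: Human STAT1-deficient U3A cells with stable STAT3-luciferase reporter | Also added: Interleukin-6, 33 ng/mL | Timing: Compound pre-incubation 1 h before IL-6, then 6 h stimulation at 37 °C | Technique: Luciferase reporter luminescence | Read-out: Percent of IL-6-only median luminescence | Benchmarks: IL-6-only wells as 100% reference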
PPARg SRC3 recr – agonists of human PPARgamma SRC-3 coactivator recruitment. activation, % at 8 µM. P37231. AID 731. 200,000 compounds, 0.26% hits. biochemical PPARgamma/SRC-3 coactivator recruitment assay; in the data active = activation above about 23%;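 note: 0% = DMSO and 100% = reference agonist; some compounds past the cut are filed as inactive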
STAT3 inh – reduces IL-6 driven STAT3 reporter signal; inhibition, % at 5.5 µM; U3A cells, IL-6 STAT3-luciferase reporter, luminescence; host cell line lacks STAT1; AID 862; 190,000 compounds, 0.89% hits;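 active = inhibition above the mean inhibition across all screened compounds plus 3 SD, cut at about 44% in these data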;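 note: 0% = DMSO only wells and 100% = 100 µM nifuroxazide control wells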
bIAP activator – intestinal alkaline phosphatase (bovine) activation | purified bovine IAP, CDP-star luminescence, 30 min; active compounds read high; fold of DMSO-control signal, blank-subtracted | activation factor at 20 µM | 200,000 compounds, 0.17% hits;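 active = activation factor of 2 or more at 20 µM, a signal rise over negative controls twice the positive control's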
Active calls of the source: *; · = not tested or not shown. Compounds were not picked by outcome. About 3.7% of those tested had a hit in this group.

SMILES	ROMK primary	PPARg SRC-2 ag	TR-FRET SRC-2 ct	TNAP act hiacc	PPARg SRC1 recr	bIAP inh	STAT1 blocker	STAT3 activator	PPARg SRC3 recr	STAT3 inh	bIAP activator
COc1cc(C(=S)N2CCOCC2)ccc1OS(=O)(=O)c1ccc(NC(C)=O)cc1	-0.318	3.7	1590	0.9	-3.2	26.9	9.6	84.9	-0.5	18.0	0.7
O=C(O)c1cccc(N=NN2CCCCCC2)c1	0.877	-7.5	1452	1	-3.0	-13.4	-9.3	68.5	-8.7	36.1	1.1
COc1ccc(/C=C2/C(=O)OCc3cc(OC)c(OC)cc32)c(OC)c1	2.05	1.8	1500	0.9	2.8	·	12.6	98.4	-1.5	2.1	0.2
O=C(COC(=O)CNS(=O)(=O)c1ccc2ccccc2c1)Nc1ccc2c(c1)OCO2	·	9.4	1577	1	5.4	18.2	-1.5	101.5	2.9	-6.4	0.8
O=C(CN(C(=O)CCC(=O)Nc1nccs1)c1ccc(F)cc1)NCc1ccco1	·	1.5	1613	1	-1.2	-1.7	-1.1	101.0	0.8	8.8	1
CC(=O)Nc1ccc(OCC(=O)NC(C)c2ccc(F)cc2)cc1 (centres undefined)	0.0167	4.0	1420	1	3.5	-1.5	-1.1	104.0	0.6	0.3	1
CC1CN=C(N(Cc2ccccc2)C(=O)Nc2ccccc2)S1 (centres undefined)	1.33	-5.2	1273	1	-0.1	10.8	9.3	109.8	-2.1	-15.2	0.9
Cc1ccnc(NC(=O)Cn2cc([N+](=O)[O-])cn2)c1	-0.539	5.6	1603	1	10.3	-10.0	-30.2	107.7	-1.4	2.4	1.1
CC1(C)CC1C(=O)Nc1ccc([N+](=O)[O-])cc1Br (centres undefined)	-0.502	7.6	1588	1	2.5	6.1	-0.7	89.4	2.3	14.9	0.9
O=C(Nc1ccccc1N1CCOCC1)c1cnccn1	·	3.6	1568	1.1	-1.2	6.4	-0.3	98.8	-5.2	4.3	0.9
O=C(C1CC1)N1CCN(S(=O)(=O)c2ccc3c(c2)OCCO3)CC1	0.094	-0.1	1622	1.1	9.0	-9.2	4.7	98.0	8.9	4.5	1.1
O=C(CCl)NC(Cc1ccccc1)c1ccccc1 (centres undefined)	-0.398	-6.7	1517	1	-10.9	10.0	19.6	89.9	-2.3	18.8	0.9
O=C(Nc1ccc(F)cc1F)c1ccc(-n2cccn2)nc1	-0.406	-6.6	1542	1	3.5	4.4	14.1	81.2	3.4	26.3	1
CC(=O)NC(=S)Nc1ccc(S(=O)(=O)N2CCOCC2)cc1	-1.95	-4.4	1290	1.1	-1.6	3.6	0.2	110.5	-0.8	-5.3	1
CCOC(=O)c1c(C)nc2cc(C)cc(C)n12	-1.94	4.8	1608	1	4.9	9.5	-12.1	90.6	1.7	20.1	0.9
Cc1ccc(SCc2cc(-c3ccc(Cl)cc3)no2)cc1	·	2.9	1461	1	6.1	-1.2	-2.0	100.9	5.2	4.6	1
O=C(Nc1nnc(-c2ccc(Cl)cc2)o1)Nc1ccccc1Cl	·	8.6	1541	1	6.6	27.9	-1.2	95.5	3.7	8.4	0.7
COc1ccc2c(c1OC)C(=O)N(c1cccc(C(F)(F)F)c1)C2	0.281	-12.6	1507	1	7.3	16.4	-54.1	111.5	-7.8	-8.7	0.8
COC(CNC(=S)Nc1ccc([N+](=O)[O-])cc1)OC	0.856	0.8	1612	1	-1.5	5.0	-6.6	102.0	3.7	-5.0	0.9
Cc1cccc(NC(=O)N2CCC(n3nnc4cc(C)ccc43)CC2)c1	-1.54	-3.1	1563	1	-3.7	-20.6	-14.0	89.5	0.7	14.6	1.2
O=C(CCNC(=O)c1ccco1)Nc1ccc(SC(F)F)cc1	-1.54	-3.8	1410	1.1	-7.0	4.0	-4.1	94.1	-4.5	9.4	1
CN1CCN(c2ccccc2NC(=O)c2ccc(Br)o2)CC1	0.741	10.2	1704	1.1	10.4	11.1	-9.2	89.7	-5.2	13.7	0.9
Cc1cc(=O)oc2cc(OCC#N)ccc12	·	5.1	1343	1.1	-3.1	8.3	1.0	89.8	-2.2	17.5	0.9
CN1C(=O)c2ccccc2Sc2ccc(NC(=O)N3CCOCC3)cc21	0.403	-3.6	1390	1.1	-7.0	-34.3	-1.3	107.4	3.0	-6.3	1.3
COc1cccc2c(=O)c3ccoc3n(C)c12	·	-2.9	1662	1	6.4	3.7	2.8	·	5.1	·	1
Remaining list, next part
SMILES	ROMK primary	PPARg SRC-2 ag	TR-FRET SRC-2 ct	TNAP act hiacc	PPARg SRC1 recr	bIAP inh	STAT1 blocker	STAT3 activator	PPARg SRC3 recr	STAT3 inh	bIAP activator
Cc1ccccc1Cn1c(-c2cncs2)nc2ccccc21	·	-2.7	1452	1.1	-3.5	4.1	-4.8	108.0	11.9	-4.7	1
COCCCN(C(C)=O)c1nc(-c2ccccc2)cs1	·	2.0	1569	1	3.0	5.8	-41.5	93.5	-4.0	13.1	0.9
O=C1c2cccnc2C(Nc2ccc(Br)cc2)N1Cc1cccs1 (centres undefined)	-0.57	14.8	1879	1	13.3	-6.2	2.6	115.9	5.5	-18.8	1.1
Cc1cc2c(cc1C)NC(c1nc3ccccc3[nH]1)C1=C(CC(C)(C)CC1=O)N2 (centres undefined)	·	16.1	1660	1.1	4.0	-1.7	-11.0	103.8	11.3	0.3	1
O=C(COc1ncnc2c1cnn2-c1ccccc1)Nc1ccc(S(=O)(=O)N2CCCCC2)cc1	-0.167	-5.2	1418	1.1	3.2	33.3	2.3	104.0	-1.8	-3.9	0.7
COc1ccc(-n2c(CNC(=O)c3cccs3)n[nH]c2=S)cc1	0.945	-1.6	1574	1	-2.8	-2.8	-3.4	97.6	0.6	14.0	1
Cc1nc2ccccc2n1CCc1nc2c3ccccc3nc(SCC(=O)NCc3ccco3)n2n1	-0.305	0.0	1408	1	5.3	-5.7	0.2	87.1	3.4	18.6	1.1
O=C(Nc1ccc(Cl)cc1Cl)c1n[nH]c(Cn2cncn2)n1	0.134	-1.0	1445	1	-4.8	-0.6	6.5	100.7	-3.4	6.9	1
Cc1ccc(OCCCCn2ccnc2)c(Cl)c1	·	-3.5	1463	1	-1.9	-33.5	-15.7	96.1	4.2	8.9	1.3
Cc1ccc(/C=C/C(=O)N2CCN(c3cccc(C(F)(F)F)c3)CC2)cc1	·	5.7	1548	1	2.9	11.3	4.9	97.8	2.9	1.2	0.9
O=[N+]([O-])c1nn(-c2ccc3c(c2)OCCO3)n(O)c1=NCCCO	·	5.5	1700	1	8.5	14.5	-19.0	103.4	-4.0	-1.5	0.9
O=C(O)c1ccc(N2C(=O)/C(=C/c3ccc(-c4ccc([N+](=O)[O-])cc4)o3)C=C2c2ccccc2)cc1	-0.0402	7.5	1576	0.7	-0.1	·	0.5	103.4	-1.1	1.1	0.5
Cc1cccc(C)c1NC(=O)CSc1nnc(C)n1-c1ccccc1	0.349	1.8	1486	1	2.2	9.3	-2.9	103.1	-2.5	-1.5	0.9
CCOC(=O)CC(=O)CSCC(=O)Nc1ccc(C)cc1	·	-2.0	1550	1	3.0	1.4	4.0	86.0	4.7	20.9	1
Cc1nn(-c2ccccc2)c(C)c1C(=O)OCC(=O)N1CC(=O)Nc2ccccc21	·	7.6	1610	1	-2.5	-2.0	-4.9	98.6	-1.3	4.5	1
CC1C(=O)Nc2ccccc2N1C(=O)c1ccccc1 (centres undefined)	0.269	-0.4	1535	1	-3.1	-2.8	-0.3	100.1	4.2	3.4	1
COc1cc(/C=N/NC(=O)c2cccs2)ccc1OCc1ccccc1	·	0.5	1514	1	8.1	0.8	-4.2	90.1	0.7	15.8	1
COc1ccccc1-c1cc(C(=O)NCc2ccccc2)no1	0.247	-0.6	1497	1	2.3	10.5	10.5	88.2	-4.6	16.0	0.9
Cc1nnc(-c2ccc(Oc3ccc(C)c(C)c3)c([N+](=O)[O-])c2)o1	0.604	-9.7	1373	1	-1.8	-12.5	18.9	110.5	-3.5	-9.8	1.1
C=CCOc1cccc(C2C(C(=O)c3ccco3)=C(O)C(=O)N2Cc2ccncc2)c1 (centres undefined)	·	8.2	1524	1	11.4	-4.7	-2.8	106.5	10.4	-5.2	1
Cc1ccc(-n2c(SCC(=O)NCC3CCCO3)nc3c(c2=O)SCC3)cc1 (centres undefined)	0.143	-3.3	1902	1	-0.9	1.7	2.3	99.3	2.3	5.2	1
C/C(CC(=O)Nc1ccc2c(c1)OCO2)=N\NC(=O)C(c1ccccc1)c1ccccc1	1.25	15.3	1645	1.1	2.5	28.1	6.6	84.4	4.0	19.9	0.7
Cc1cccc(-c2cc3nc4c(c(N5CCOCC5)n3n2)CCCC4)c1	·	-0.5	1539	1	7.0	-1.7	-17.3	84.6	1.1	21.0	1
CN(c1ccccc1)c1ccc(/C=C/[N+](=O)[O-])cc1	-1.9	8.5	1588	0.9	9.9	6.5	-2.7	104.3	4.6	-5.0	0.9
CCOC(=O)c1cnc2cc(-c3ccc(Cl)cc3)nn2c1N	·	-4.9	1763	1	-1.7	23.9	-30.5	96.0	-5.2	15.8	0.8
(more compounds)
SMILES	ROMK primary	PPARg SRC-2 ag	TR-FRET SRC-2 ct	TNAP act hiacc	PPARg SRC1 recr	bIAP inh	STAT1 blocker	STAT3 activator	PPARg SRC3 recr	STAT3 inh	bIAP activator
C=CCNC(=O)CC(C)C(CCCCC)C(=O)O (centres undefined)	·	-6.8	1584	1	7.7	9.6	-1.8	97.1	1.2	8.0	0.9
CSc1ccccc1NC(=O)NCCCl	0.0858	3.0	1387	1	11.0	-3.3	2.8	99.7	3.4	8.2	1
CC(=O)c1cc(N2CCOCC2)ccc1[N+](=O)[O-]	-0.00794	5.2	1509	1	9.9	24.4	-6.8	101.2	0.1	3.4	0.8
Cc1cc(C)nc(SCC(=O)Nc2ccc(S(=O)(=O)N3CCCCC3)cc2)n1	·	3.5	1668	1	5.6	-17.1	12.1	105.4	12.4	-5.0	1.2
COc1cccc(CNC(=O)CCC2CCCN(C(=O)C3CCOCC3)C2)c1 (centres undefined)	0.263	-1.8	1482	1	3.5	15.1	-2.2	104.0	0.9	7.2	0.8
COc1ccc(CN(CC2CCC(C(=O)O)CC2)C(=S)Nc2cc(C)ccc2C)cc1 (centres undefined)	0.296	1.1	1604	1.1	1.5	-5.6	4.1	99.2	3.2	3.2	1.1
Cc1cccc(NS(=O)(=O)c2cc([N+](=O)[O-])ccc2C)n1	-0.148	-1.1	1386	1	7.6	-15.6	-4.4	104.0	-4.2	3.3	1.2

Random excerpt: 2 compounds from above, in no set order.
SMILES	ROMK primary	PPARg SRC-2 ag	TR-FRET SRC-2 ct	TNAP act hiacc	PPARg SRC1 recr	bIAP inh	STAT1 blocker	STAT3 activator	PPARg SRC3 recr	STAT3 inh	bIAP activator
C=CCNC(=O)CC(C)C(CCCCC)C(=O)O (centres undefined)	·	-6.8	1584	1	7.7	9.6	-1.8	97.1	1.2	8.0	0.9
Cc1cc(C)nc(SCC(=O)Nc2ccc(S(=O)(=O)N3CCCCC3)cc2)n1	·	3.5	1668	1	5.6	-17.1	12.1	105.4	12.4	-5.0	1.2

Screening results: PubChem, several laboratories
